From PubChem BioAssay
mHTT-CaM PPI inh: mHTT-calmodulin interaction abrogation; P42858; AlphaScreen His-mHTT/GST-CaM binding, luminescence; inhibition, % at 15 µM; 190,000 tested, 3.6% active;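 also: 0% = both proteins with DMSO and 100% = one protein alone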
Target sequence (P42858 whole entry, looked up, stated change not applied): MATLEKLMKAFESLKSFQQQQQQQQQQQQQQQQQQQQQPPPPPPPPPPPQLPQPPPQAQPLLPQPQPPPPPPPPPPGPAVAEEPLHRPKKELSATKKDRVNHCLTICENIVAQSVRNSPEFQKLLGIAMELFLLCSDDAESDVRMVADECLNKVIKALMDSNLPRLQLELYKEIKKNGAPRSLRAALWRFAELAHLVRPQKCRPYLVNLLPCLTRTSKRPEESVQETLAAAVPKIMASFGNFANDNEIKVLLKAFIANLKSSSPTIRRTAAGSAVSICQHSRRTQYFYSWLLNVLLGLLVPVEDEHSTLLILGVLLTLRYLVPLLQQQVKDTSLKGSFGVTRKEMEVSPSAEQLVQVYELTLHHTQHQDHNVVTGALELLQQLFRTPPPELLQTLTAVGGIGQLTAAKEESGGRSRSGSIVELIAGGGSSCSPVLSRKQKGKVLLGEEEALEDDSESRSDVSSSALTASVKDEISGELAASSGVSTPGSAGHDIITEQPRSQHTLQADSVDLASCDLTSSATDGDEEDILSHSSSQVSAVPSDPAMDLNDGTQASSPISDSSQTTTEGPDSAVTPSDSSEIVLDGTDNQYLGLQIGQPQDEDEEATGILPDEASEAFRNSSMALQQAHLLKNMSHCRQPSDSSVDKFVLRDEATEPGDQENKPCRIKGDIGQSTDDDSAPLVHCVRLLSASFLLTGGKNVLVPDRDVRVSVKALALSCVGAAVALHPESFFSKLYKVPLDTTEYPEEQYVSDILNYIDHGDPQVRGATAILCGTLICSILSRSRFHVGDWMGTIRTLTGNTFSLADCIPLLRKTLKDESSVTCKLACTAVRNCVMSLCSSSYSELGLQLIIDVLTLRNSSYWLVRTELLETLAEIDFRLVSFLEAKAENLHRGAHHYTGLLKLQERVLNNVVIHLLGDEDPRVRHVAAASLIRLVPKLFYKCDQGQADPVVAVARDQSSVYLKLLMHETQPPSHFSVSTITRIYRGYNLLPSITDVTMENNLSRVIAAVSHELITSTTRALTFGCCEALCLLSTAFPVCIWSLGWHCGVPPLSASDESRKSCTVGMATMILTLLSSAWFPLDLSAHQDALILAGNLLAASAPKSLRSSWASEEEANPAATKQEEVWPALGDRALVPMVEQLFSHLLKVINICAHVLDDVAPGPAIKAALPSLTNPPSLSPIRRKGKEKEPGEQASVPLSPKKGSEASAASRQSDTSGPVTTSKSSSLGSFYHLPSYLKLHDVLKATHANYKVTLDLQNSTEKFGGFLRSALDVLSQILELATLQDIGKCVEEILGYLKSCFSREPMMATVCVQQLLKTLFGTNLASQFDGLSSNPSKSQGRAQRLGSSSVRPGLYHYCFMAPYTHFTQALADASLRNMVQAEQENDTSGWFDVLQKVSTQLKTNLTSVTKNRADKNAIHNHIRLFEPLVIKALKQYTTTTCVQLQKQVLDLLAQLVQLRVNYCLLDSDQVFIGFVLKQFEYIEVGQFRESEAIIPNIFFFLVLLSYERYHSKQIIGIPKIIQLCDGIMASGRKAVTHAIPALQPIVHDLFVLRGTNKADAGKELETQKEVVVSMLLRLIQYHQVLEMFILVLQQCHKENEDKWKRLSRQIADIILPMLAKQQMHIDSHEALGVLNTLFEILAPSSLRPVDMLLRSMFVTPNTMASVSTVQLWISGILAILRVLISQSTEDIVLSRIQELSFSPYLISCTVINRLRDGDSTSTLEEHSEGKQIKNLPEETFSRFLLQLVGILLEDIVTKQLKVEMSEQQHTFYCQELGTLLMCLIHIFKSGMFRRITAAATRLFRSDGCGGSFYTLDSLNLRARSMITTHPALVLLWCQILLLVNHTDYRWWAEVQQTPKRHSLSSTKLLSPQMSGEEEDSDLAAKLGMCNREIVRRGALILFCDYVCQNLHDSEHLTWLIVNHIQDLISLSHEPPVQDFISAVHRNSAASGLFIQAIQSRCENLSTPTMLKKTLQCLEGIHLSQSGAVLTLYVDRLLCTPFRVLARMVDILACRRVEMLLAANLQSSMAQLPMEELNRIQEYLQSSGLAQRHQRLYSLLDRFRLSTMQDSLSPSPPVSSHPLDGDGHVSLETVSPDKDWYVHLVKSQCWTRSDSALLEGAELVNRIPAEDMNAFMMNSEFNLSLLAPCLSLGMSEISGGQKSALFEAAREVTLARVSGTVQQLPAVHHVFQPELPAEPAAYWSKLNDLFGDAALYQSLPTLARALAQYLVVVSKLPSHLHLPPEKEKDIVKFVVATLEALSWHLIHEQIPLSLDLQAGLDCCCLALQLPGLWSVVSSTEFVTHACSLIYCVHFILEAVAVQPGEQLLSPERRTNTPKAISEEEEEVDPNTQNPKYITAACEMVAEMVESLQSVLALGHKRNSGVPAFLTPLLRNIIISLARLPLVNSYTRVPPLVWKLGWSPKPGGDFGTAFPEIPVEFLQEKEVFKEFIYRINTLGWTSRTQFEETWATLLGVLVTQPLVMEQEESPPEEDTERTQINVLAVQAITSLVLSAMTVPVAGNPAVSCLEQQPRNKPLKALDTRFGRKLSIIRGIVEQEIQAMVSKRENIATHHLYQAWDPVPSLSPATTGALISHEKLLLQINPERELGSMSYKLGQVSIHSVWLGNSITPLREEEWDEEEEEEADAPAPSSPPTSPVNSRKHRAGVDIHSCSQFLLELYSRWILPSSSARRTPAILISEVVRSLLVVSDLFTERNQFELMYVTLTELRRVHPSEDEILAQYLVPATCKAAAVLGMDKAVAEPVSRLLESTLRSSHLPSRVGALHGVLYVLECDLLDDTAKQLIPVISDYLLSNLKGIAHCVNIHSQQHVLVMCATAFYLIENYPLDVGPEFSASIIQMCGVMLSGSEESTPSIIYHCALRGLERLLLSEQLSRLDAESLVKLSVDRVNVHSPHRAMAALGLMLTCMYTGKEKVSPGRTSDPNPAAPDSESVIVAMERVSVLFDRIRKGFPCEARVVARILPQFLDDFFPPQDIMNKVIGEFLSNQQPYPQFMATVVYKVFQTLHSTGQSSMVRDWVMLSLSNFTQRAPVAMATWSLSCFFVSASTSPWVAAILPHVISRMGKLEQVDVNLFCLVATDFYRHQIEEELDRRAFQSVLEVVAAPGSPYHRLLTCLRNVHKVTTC
Pf apPOL block: Pf-apPOL DNA polymerase inhibition | Recombinant Pf-apPOL, molecular beacon fluorescence, 1.5 h | inhibition, % at 10 µM | 210,000 tested, 0.25% active
Starred values were filed as active, the others as inactive; / = no result given; & = joins results of further samples. Rule as the data show it: active = inhibition above about 50%; inactive = the rest.

SMILES	mHTT-CaM PPI inh	Pf apPOL block
COc1ccc(-c2[nH]ncc2-c2nc(-c3ccc(Br)cc3)no2)cc1	-4.4	-0.5
CCc1cccc(C)c1NC(=O)C(CC(C)C)N1C(=O)c2ccccc2C1=O (stereo not drawn)	-2.4	0.8
CCCCN(C)C(=O)C1CCN(c2nnc(-c3ccc(OC)cc3)o2)CC1	26.6	-4.4
CC1C(=O)CC(c2ccc(Cl)cc2)NC1c1ccc(Cl)cc1 (stereo not drawn)	8.0	-5.4
O=C1C(=O)N(Cc2ccc(Cl)c(Cl)c2)c2ccccc21	93.0*	-3.1
O=C1c2ccccc2C(=O)c2c1ccc(C(=O)N1CCC3(CC1)OCCO3)c2NCCO	41.0	1.1
C=C(C)C1CC=C(CN2CCN(c3ccccn3)CC2)CC1 (stereo not drawn)	-9.5	-4.3
O=[N+]([O-])c1ccc(CSC2=NCCS2)cc1	-7.9	3.3
CC(O)(CNC(=O)c1cccc2ccccc12)C1CC1 (stereo not drawn)	-6.0	-3.1
c1ccc2c(c1)N1CCN=C1N2CCN1CCOCC1	-5.0	1.9
CCCC(=O)NCc1cccnc1-c1ccc(F)cc1	-13.2	0.9
O=C(OC1CCCCC1)c1cc2ccccc2oc1=O	-4.9	-4.4
O=C(Nc1ccc(-n2nc(C(F)(F)F)cc2C(F)(F)F)cc1)c1ccc(OC(F)(F)F)cc1	/	5.0&-9.6
COc1ccc(S(=O)(=O)Nc2cccc(C(C)=O)c2)cc1Br	-6.9	14.0
COc1ccc(C2CC(C(F)(F)F)n3nc(C(=O)Nc4cccc(C)c4)cc3N2)cc1 (stereo not drawn)	20.0	0.9
COCCNC(=O)c1cnn2c(C)c(Cc3ccccc3Cl)c(C)nc12	14.0	-15.5
Cc1cc(C)c(S(=O)(=O)NCc2ccncc2)cc1C	-1.2	-1.2
CCOC(=O)N1CCc2nn(CC(=O)Nc3ccc(C(C)=O)cc3)c(=O)cc2C1	5.8	-1.2
Cc1ccc(C)c(NCC(=O)c2ccc(Br)cc2)c1	11.1	-5.0
Cc1cc(N2CCN(C(=O)c3ccc(F)cc3F)CC2)c(F)cc1[N+](=O)[O-]	19.0	-10.1
COc1ccc2cc3cc(C(=O)Nc4cc(C)ccc4OC)oc3nc2c1	2.0	-3.0
O=C(C1CC1)N1CCc2sc(S(=O)(=O)NCc3ccc(Cl)cc3)cc2C1	5.1	-2.0
O=S(=O)(c1ccc(Cl)cc1)N1CCN(Cc2noc3ccccc23)CC1	-10.1	-2.8
CC(C)(C)n1nc2c(c1NC(=O)c1cccc([N+](=O)[O-])c1)CS(=O)(=O)C2	1.0	0.2
Cc1c(Cl)cccc1NC(=O)CCN1C(=O)C2C3CCC(C3)C2C1=O (stereo not drawn)	2.8	-2.3
COc1ccc(C(=O)Nc2c3c(nn2-c2ccc(F)cc2)CS(=O)C3)cc1OC (stereo not drawn)	5.0	-38.1
O=C(NCc1ccccc1Cl)c1ccc2c(c1)NC(=O)C1CCCCN21 (stereo not drawn)	0.8	-1.7
N#CCSc1nnc(-c2ccccc2)c2ccccc12	13.0	-3.1
CCc1ccc(C(=O)CSc2nncn2C)cc1	-0.2	-9.4
O=[N+]([O-])c1cn(-c2nc(-c3ccccc3)cc(C(F)(F)F)n2)cn1	-4.0	-4.3
Cc1ccc(NC(=O)CN2CCC(C(=O)N3CCN(C(=O)c4ccco4)CC3)CC2)cc1	-7.3	-3.3
Cc1cc(=O)oc2cc(OC(C)C(=O)O)ccc12 (stereo not drawn)	-3.7	0.4
CCCCC(=O)Nc1c2c(nn1-c1cccc(C)c1C)CS(=O)(=O)C2	-3.0	-5.1
CCOC(=O)N1CCN(CCC(=O)Nc2ccccc2)CC1	-2.7	-3.9
N#C/C(=C\Nc1ccccc1Cl)c1nc(-c2cccc([N+](=O)[O-])c2)cs1	4.7	-1.1
CC(=O)c1ccc(S(=O)(=O)N2CCC(c3noc(-c4ccc(Cl)cc4)n3)CC2)cc1	-7.9	-6.2
CC(=O)NC1=NN(C(C)=O)C(C)(c2cccc(Br)c2)S1 (stereo not drawn)	2.0	-1.2
O=C(O)CN1C(=O)/C(=c2/sc3nc4ccccc4n3c2=O)c2cc(Br)ccc21	-0.5	-9.0
Cc1ccc(CN2CCCC2c2cc(C)on2)cc1 (stereo not drawn)	-4.5	2.0
COc1ccc(OCC(=O)NS(=O)(=O)c2ccccc2)cc1	-12.1&-5.2	-2.6&-0.5
CN(CCNC(=O)c1cc2c(s1)CN(C1CC1)C2)C1CCCCC1	0.5	-1.0
Cc1ccc(C)c(NS(=O)(=O)c2ccc(NS(=O)(=O)c3ccc4c(c3)OCCO4)cc2)c1	4.7	-6.3
O=C(Nc1cnc(N2CCCC2)nc1)c1ccc(C(F)(F)F)cc1	0.4	-9.0
Cc1cc(C)c(C2NC(=O)N(C)C3=C2C(=O)N(Cc2ccncc2)C3)cc1C (stereo not drawn)	9.2	0.5
CCC(CC)C(=O)N1CCN(c2ccc([N+](=O)[O-])cc2)CC1	8.1	-4.2
COc1cc(OC)cc(C(=O)Nc2ccc(Br)cc2C(=O)O)c1	-6.1	-8.7
O=[N+]([O-])c1cccc(C(=Nc2ccccc2)NO)c1	9.8	-0.1
O=C(CSc1ccccn1)Nc1cccc(NC(=O)CSc2ccccn2)n1	9.0	19.8
CC(Cc1ccccc1)NC(=O)c1ccccc1NC(=O)c1ccco1 (stereo not drawn)	1.4	4.7
Cc1cccc(NC(=O)CN2C(=O)C3CCCN3C(=O)c3ccc(F)cc32)c1C (stereo not drawn)	1.7	-5.0
O=C(CCc1ccccc1)N1CCCCCC1	0.4	-10.4
CCC(=O)NCCc1csc(C2CCCN(C(=O)c3ccc(OC)nc3)C2)n1 (stereo not drawn)	-9.2	-6.9
COc1ccc(CNC(=O)C2CCCN(c3nccnc3Sc3ccccc3)C2)cc1 (stereo not drawn)	2.2	-2.5
Cc1ccccc1OCC(=O)N1CC2CC(NS(=O)(=O)c3ccccc3)C1C2 (stereo not drawn)	4.3	-2.3
Nc1cc(C(=O)c2ccc(O)c(N)c2)ccc1O	17.2	-8.2
CN(C(=O)c1ccc2c(c1)N(S(C)(=O)=O)CC2)c1ccccc1Cl	0.1	0.6
Cc1ccc(CN2CCC(c3nc(-c4cnccn4)n[nH]3)CC2)o1	7.9	-4.4
O=C(Nc1ccc(N2CCOCC2)cc1)c1ccc2nsnc2c1	-7.9	0.8
COCCC1CCN(C(=O)c2ccccc2Br)CC1	-5.4	-4.3
CC(=O)Nc1nc(-c2cccs2)nc2c1c(=O)oc1ccccc12	3.0	-3.2
(listing goes on)
SMILES	mHTT-CaM PPI inh	Pf apPOL block
COc1cccc(NC(=O)C2CCCN(c3nnc4ccc(C(F)(F)F)cn34)C2)c1 (stereo not drawn)	15.3	-5.5
O=C(CC1Sc2ccccc2NC1=O)Nc1ccccc1[N+](=O)[O-] (stereo not drawn)	9.0&5.7	-2.5&3.9
COc1cccc(-c2coc3cc4oc(=O)c5cc(OC)ccc5c4cc23)c1	-2.0	-3.3
CN(C)S(=O)(=O)c1ccc(C(=O)NCC(O)c2ccc(C(F)(F)F)cc2)cc1 (stereo not drawn)	-12.8	-13.8
COc1ccccc1-c1nnc2n1N=C(c1ccc(F)cc1)CS2	-3.9	-4.0
Cc1cc(-c2nn(C)c(=O)c3ccccc23)cc(C)c1OC(=O)Nc1ccc(OC(F)(F)F)cc1	/	-3.0
Cc1cccn2c(=O)c3cc(C(=O)NCCN4CCOCC4)c(=N)n(CCOCCO)c3nc12	-3.0	-2.7
CS(=O)(=O)CCC(C(=O)Nc1cccc2ncccc12)N1C(=O)c2ccccc2C1=O (stereo not drawn)	-9.0	-6.4
O=C(NCCCN1CCCC1)c1ccc(-c2ccnc(N3CCCCC3)n2)cc1	-4.1	-1.1
Cc1ccc(S(=O)(=O)N2CCN(C(=O)N3CCOCC3)CC2)cc1C	-9.9	-2.9
COc1cccc(-c2cc(=O)c3cc(NC(=O)c4ccc(C)cc4)ccc3[nH]2)c1	1.2	-0.8
O=C(O)c1cccnc1Oc1ccc2c(c1)OCO2	/	9.2
COc1cc(NC(=O)c2ccc(N3C(=O)CCC3=O)cc2)c(C(=O)O)cc1OC	0.0	-2.8
CCOc1ccc(CNC(=O)CCC(=O)N2CCCn3nc(C)cc32)cc1	-3.1	-1.1
CN(CCCC(=O)O)c1nc(-c2cccc([N+](=O)[O-])c2)cs1	5.7	-2.8
O=C(Nc1ccccc1Br)Nc1ccccc1Br	/	-3.0&4.2
COc1ccc2nc(N3CCC(C(=O)NCCCN4CCC(C)CC4)CC3)sc2c1	0.0	-2.0
CC(C)c1cc2c(=O)[nH]c(CN(C)Cc3ccccc3)nc2s1	-0.2	-5.3
COc1cccc(OC)c1C(=O)Nc1ccccc1Br	4.8	3.6
CC(=O)Oc1ccccc1C(=CC=C(c1ccccc1)c1ccccc1)N1CCOCC1	/	-2.1

Two entries picked at random from the list so far:
SMILES	mHTT-CaM PPI inh	Pf apPOL block
COc1cccc(OC)c1C(=O)Nc1ccccc1Br	4.8	3.6
CC(=O)Oc1ccccc1C(=CC=C(c1ccccc1)c1ccccc1)N1CCOCC1	/	-2.1

Continuation:
SMILES	mHTT-CaM PPI inh	Pf apPOL block
CCCOc1nccnc1N1CCC(N(C)C(=O)Cc2cccnc2)C1 (stereo not drawn)	23.1	3.0
Cc1ccc(C(=O)N2CCC(c3nc(CNC(=O)C(C)C)cs3)CC2)c(C)c1	4.3	-18.9
NC(CN1CCSCC1)=NOC(=O)c1cccs1	/	-9.8
CC1=C(C(=O)NCc2cccc(Br)c2)C2(CCCCC2)OC1=O	-8.8	-1.3
CC(=O)c1ccc(S(=O)(=O)N(CCC#N)CCC#N)cc1	-3.7	-4.3
CCOc1nc(SCCOc2ccccc2)nc(N(C)C)n1	-27.0	-7.3
O=C(Nc1nnc(-c2ccc(F)cc2)o1)c1ccco1	7.1	3.5
CCN(CC)S(=O)(=O)c1cc(-c2nc(C(C)C)cs2)sc1C	-30.2	1.5
COc1ccc(Nc2nc(Cl)nc(NCCN3CCOCC3)n2)c(OC)c1	4.0	-5.6
O=C(Nc1nc2ccccc2[nH]1)c1ccc(-n2ccnc2)nn1	94.1*	-0.1
CCn1c(C2CCN(C(=O)CC(C)(C)C)C2)nc2cccnc21 (stereo not drawn)	-6.2	-0.6
N#Cc1sc2nc3c(c(C4CC=CCC4)c2c1N)CCC3 (stereo not drawn)	-4.0	1.6
Cc1ccc(C(=O)N2CCC(CC(=O)NCCCN3CCCC3)CC2)cc1	-2.6	-4.6
CCC(=O)Nc1ccc(NC(=O)c2cc(I)ccc2Cl)cc1	7.0	8.1
N#CC(=Cc1cc(Cl)cc(Cl)c1O)C(N)=S	/	31.6
COC(=O)Oc1c(Br)cc2oc(=O)sc2c1[N+](=O)[O-]	85.9*	-0.2
CCCCc1ccc(NC(=O)CSc2nnc(NC(=O)c3cccs3)s2)c(C)c1	/	-11.8
Cc1ccc(-n2c(N3CCC(C(=O)NCC4CC4)CC3)nc3ccsc3c2=O)cc1	9.9	1.2
Nc1ccc(S(=O)(=O)N=C2NC(=O)/C(=C\C(=O)c3ccc(Cl)cc3)N2)cc1	18.0	0.7
CC1(NC(=O)Nc2cccc([N+](=O)[O-])c2)CCS(=O)(=O)C1 (stereo not drawn)	-1.8	-9.4

Given as comma-separated lines: part of the list above
Compound,mHTT-CaM PPI inh,Pf apPOL block
O=C(Nc1nnc(-c2ccc(F)cc2)o1)c1ccco1,7.1,3.5
CC1(NC(=O)Nc2cccc([N+](=O)[O-])c2)CCS(=O)(=O)C1 (stereo not drawn),-1.8,-9.4
NC(CN1CCSCC1)=NOC(=O)c1cccs1,/,-9.8

Reformatted in markdown: entries from further up.
| Structure | mHTT-CaM PPI inh | Pf apPOL block |
| --- | --- | --- |
| NC(CN1CCSCC1)=NOC(=O)c1cccs1 | / | -9.8 |
| CC1=C(C(=O)NCc2cccc(Br)c2)C2(CCCCC2)OC1=O | -8.8 | -1.3 |
| CC(=O)c1ccc(S(=O)(=O)N(CCC#N)CCC#N)cc1 | -3.7 | -4.3 |
| CCOc1nc(SCCOc2ccccc2)nc(N(C)C)n1 | -27.0 | -7.3 |
| O=C(Nc1nnc(-c2ccc(F)cc2)o1)c1ccco1 | 7.1 | 3.5 |

Additional structures.
SMILES	mHTT-CaM PPI inh	Pf apPOL block
COc1ccc(OC)c(NC(=O)c2nnn3c2COC(c2ccc(Cl)cc2)C3)c1 (stereo not drawn)	15.8	4.7
Cc1ccc(CSc2nc(CC(=O)NCc3nc4ccccc4[nH]3)cs2)cc1	11.4	-13.0
CC(=O)Nc1c2c(nn1-c1ccc(F)cc1)CSC2	27.0	-1.2
O=c1ccc(-c2cccc(Cl)c2)nn1CCc1nc(-c2ccc(F)cc2)no1	39.4	-2.8
Cc1ccccc1NC(=O)c1cccnc1	-3.3	-7.8
CC(C)(O)CNC(=O)c1cccc([N+](=O)[O-])c1	0.7	-1.0
O=C(NC1CC1)C1CCCN(C(=O)C2CC2)C1 (stereo not drawn)	0.3	-3.8
Nc1ccc(/C=C/C2C=CC=CC2)cc1 (stereo not drawn)	34.4	-18.3
CC(C)OC(=O)COc1ccc2c(c1)OC(=Cc1ccccc1Br)C2=O	1.5	-0.3
COc1ccc(C(=O)Nc2ccccc2Cl)cc1Cl	-17.5	7.1
CC(=O)Oc1c[nH]c2ccccc12	-5.6	-3.8
O=C1ON=C(c2ccc(Cl)cc2)/C1=C/C=C/c1ccccc1	7.0	-5.4
O=C(CSc1nc2ccccc2o1)NCCC12CC3CC(CC(C3)C1)C2	-9.0	2.4
CCOc1ccccc1NC(=O)c1cc(S(=O)(=O)NCc2ccc(C)cc2)ccc1F	3.0	-20.8
N#CC1=C(N)OC2=C(C(=O)CC(c3ccccc3)C2)C1c1ccc([N+](=O)[O-])cc1 (stereo not drawn)	-4.7	0.3
